A549 NSCLC growth = A549 NSCLC cell proliferation inhibitors – ATP luminescence, human non-small cell lung line, primary screen (AID 371); A549 growth inhibition, ATP luminescence; active compounds read high; hit rate 8.4% among 3,300; growth inhibition, % at 10 µM;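 active means mean growth inhibition over the two runs of 50% or more; inactive means mean growth inhibition under 50%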;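 further: compound exposure lasted 72 h before the ATP read; 0% = untreated cell signal and 100% = no luminescence left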
HT29 cell growth-1 = HT29 colon tumor cell growth inhibition, primary screen, imaging, high content imaging, 48 h, CellTiter-Glo (AID 771); hit rate 2% among 3,300; growth inhibition, % at 10 µM; HT29 cell growth, HCS imaging cell count, 48 h; active compounds read high;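 active means growth inhibition above 90%, meaning viable cell count by imaging cut by more than 90% versus vehicle controls; inactive means growth inhibition below 90%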;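 further: percent fewer viable cells counted by imaging than vehicle controls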
HT29 cell growth-2 = HT29 colon tumor cell growth inhibition, primary screen, imaging, high content imaging, 24 h, CellTiter-Glo (AID 770) | HT29 cell number by imaging, 24 h; active compounds read high | growth inhibition, % at 10 µM | 3,300 tested, under 10 active;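 active means growth inhibition above 90% in viable cell count at a single dose; inactive means growth inhibition below 90%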
AID364 = cytotoxicity toward Jurkat T cells, primary screen, cell-based, Jurkat E6.1, NIH starter set (AID 364) | Jurkat E6.1 viability, ATP luminescence, 48 h; higher % means a stronger effect | inhibition, % at 4 µM, or CC50 in µM where a hit was titrated | hit rate 2% among 3,300;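 active means concentration giving half-maximal inhibition at or below 20 micromolar; inactive means half-maximal concentration above 20 micromolar, or not dose tested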;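 further: 100% = cells treated with 4 µM doxorubicin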
AID772 = HT29 colon tumor cell growth inhibition, primary screen, imaging, high content imaging, 72 h, CellTiter-Glo (AID 772); HT29 cell growth, HCS imaging cell count, 72 h; active compounds read high; growth inhibition, % at 10 µM; hit rate 0.6% among 3,300;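 active means growth inhibition above 90%, meaning viable cell count cut by more than 90% versus vehicle controls; inactive means growth inhibition below 90%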
HT29 cell growth-2 condensed nuclei = further read-out of HT29 cell growth-2, marked with its call; condensed nuclei, %; measured here: percent cells with condensed nuclei;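 share of cells whose nuclear area falls below control median minus 1.5 SD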
HT29 cell growth-2 ATP viability = also measured in HT29 cell growth-2; calls as there; growth inhibition, %; measured here: ATP CellTiter-Glo viability
HT29 cell growth-1 condensed nuclei = also measured in HT29 cell growth-1; calls as there; condensed nuclei, %; measured here: percent cells with condensed nuclei;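 condensed means Hoechst nuclear area under control median minus 1.5 SD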
AID772 condensed nuclei = further read-out of AID772, marked with its call; condensed nuclei, %; measured here: percent cells with condensed nuclei;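 condensed means nuclear area below control median minus 1.5 SD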
AID772 second = second read-out of AID772, no call of its own (marks repeat the call); growth inhibition, %; measured here: ATP CellTiter-Glo viability
* = called active by the depositor.

SMILES	A549 NSCLC growth	HT29 cell growth-1	HT29 cell growth-1 condensed nuclei	HT29 cell growth-2	HT29 cell growth-2 condensed nuclei	HT29 cell growth-2 ATP viability	AID364	AID772	AID772 condensed nuclei	AID772 second
OCCOCCN1CCN(C(c2ccccc2)c2ccc(Cl)cc2)CC1 (centres undefined)	2	47	5.4	-4	3.5	17	-2%	52	33	70
Cc1oncc1C(=O)Nc1ccc(C(F)(F)F)cc1	22	-38	2.1	18	3.3	2	5%	14	8	18
CCCN(CCC)C(=O)C(CCC(=O)O)NC(=O)c1ccccc1 (centres undefined)	2	-11	1.0	-10	1.3	-9	8%	10	5	4
OCC(O)CN1CCN(c2ccccc2)CC1 (centres undefined)	-8	-9	2.0	29	1.5	-7	2%	3	4	4

Fetched one by one from the entries so far, 2 records:
SMILES	A549 NSCLC growth	HT29 cell growth-1	HT29 cell growth-1 condensed nuclei	HT29 cell growth-2	HT29 cell growth-2 condensed nuclei	HT29 cell growth-2 ATP viability	AID364	AID772	AID772 condensed nuclei	AID772 second
Cc1oncc1C(=O)Nc1ccc(C(F)(F)F)cc1	22	-38	2.1	18	3.3	2	5%	14	8	18
OCC(O)CN1CCN(c2ccccc2)CC1 (centres undefined)	-8	-9	2.0	29	1.5	-7	2%	3	4	4

No new results follow: entries from further up.
SMILES	A549 NSCLC growth	HT29 cell growth-1	HT29 cell growth-1 condensed nuclei	HT29 cell growth-2	HT29 cell growth-2 condensed nuclei	HT29 cell growth-2 ATP viability	AID364	AID772	AID772 condensed nuclei	AID772 second
OCCOCCN1CCN(C(c2ccccc2)c2ccc(Cl)cc2)CC1 (centres undefined)	2	47	5.4	-4	3.5	17	-2%	52	33	70
Cc1oncc1C(=O)Nc1ccc(C(F)(F)F)cc1	22	-38	2.1	18	3.3	2	5%	14	8	18

Structural class, those above with a halogen
SMILES	A549 NSCLC growth	HT29 cell growth-1	HT29 cell growth-1 condensed nuclei	HT29 cell growth-2	HT29 cell growth-2 condensed nuclei	HT29 cell growth-2 ATP viability	AID364	AID772	AID772 condensed nuclei	AID772 second
OCCOCCN1CCN(C(c2ccccc2)c2ccc(Cl)cc2)CC1 (centres undefined)	2	47	5.4	-4	3.5	17	-2%	52	33	70
Cc1oncc1C(=O)Nc1ccc(C(F)(F)F)cc1	22	-38	2.1	18	3.3	2	5%	14	8	18

The list is partial; the hit share may differ from the screen's.
